Abeta yeast res: compounds reversing amyloid beta toxicity in yeast; 410,000 tested, 0.063% active; Potency, µM (top dose mostly 46.1 µM), without a hit: at the highest dose growth rescue, hits mostly activators; yeast expressing A-beta42, growth rescue, OD600, 48 h; response scale: 0% DMSO, 100% iron-clioquinol control; AID 1347071; note: potency is the fitted concentration of half-maximal effect; nearly all actives have a fitted effect of over 55% in size
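Yeast growth medium received pinned compounds, then yeast cells expressing toxic A-beta were added; plates incubated at 30 C for 48 hr. Growth read as absorbance at 600 nm, normalized to DMSO and equimolar FeCl3 plus clioquinol controls.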
A549 tox: kills or reduces viability of A549 cells in Nrf2 counter-screen; A549 ARE-Fluc cells, CellTiter-Fluor viability, 18-24 h; Potency, µM (series often up to 46 µM), for the others: at the highest dose activity change, negative = cytotoxicity, most hits filed as inhibitors; 390,000 tested, 0.16% active; AID 504648; note: potency is the fitted concentration of half-maximal effect; % is set by controls: 0 for no effect and ±100 for the full control effect
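Cytotoxicity counterscreen: CellTiter-Fluor fluorescence was measured in A549 ARE_Fluc cells after 18-24 h of compound exposure in a concentration series. The subsequent BugLite luminescent read reports ARE-luciferase activity.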
MmCpn inh: M. maripaludis TRiC chaperonin inhibition; purified Mm-Cpn ATPase, ADP Transcreener TR-FRET; Potency, µM (titrated, usually from 76.9 µM), for the others: top-dose activity, negative = inhibition, hits mostly inhibitors; 330,000 tested, 0.031% active; AID 504842; note: potency is the fitted concentration of half-maximal effect; % is set by controls: 0 for no effect and ±100 for the full control effect; nearly all actives have a fitted effect of over 80% in size
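Measured: ADP formation by purified Mm-CPN. Conditions: 25 nM protein, 10 uM ATP, Tris pH 7.4 with Mg2+, K+ and DTT, 37°C for 30 min. Detection: Transcreener HTRF after 30 min at room temperature.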
HepG2 viability: HepG2 cytotoxicity, counter-screen for TGF-b inhibitors; 410,000 tested, 0.76% active; HepG2 CAGA-GFP viability, ATP luminescence, 18 h; Potency, µM (doses to about 46.1 µM), for inactives: top-dose activity change, negative = cytotoxicity, hits mostly cytotoxic; note: potency is the fitted concentration of half-maximal effect; some results filed as inactive show a strong effect at the top dose
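HepG2 CAGA-GFP cells (1000/well, DMEM with 1% FBS) received compound, then TGF-beta at 500 pg/mL final, and were incubated 18 hours at 37 degrees C. Viability was read by CellTiter-Glo luminescence. Media-only wells were set as complete cell-killing and DMSO as no toxicity.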
CCT chaperon mod: cytosolic chaperonin activity modulation; purified chaperonin ATPase assay, HTRF ADP detection, 30 min; activity change, % (no concentration beside the values), hits read low; 360,000 tested, 0.3% active; AID 651819; in the data active = activity change below about -30%; note: % is set by controls: 0 for no effect and ±100 for the full control effect
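We incubate TRiC, 40 or 20 nM final, with library compounds at 76 uM and 10 uM ATP for 30 min at 37 °C. ADP formed is detected with Transcreener HTRF reagents after 30 min at room temperature.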
TGFb SMAD3 inh: blocks TGF-b signaling; Potency, µM (highest dose often 46.1 µM), without a hit: at the top dose activity, negative = inhibition, hits mostly inhibitors; HepG2 CAGA-GFP TGF-b/SMAD3 reporter, GFP fluorescence, 18 h; TGF-beta stimulated, 500 pg/mL final; 410,000 tested, 1.2% active; AID 588855; note: potency is the fitted concentration of half-maximal effect; % is set by controls: 0 for no effect and ±100 for the full control effect; nearly all actives have a fitted effect of over 65% in size
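HEPG2 CAGA-GFP, 1000 cells/well; 2 h settle, 37 C; cpd via pin tool; TGF-b 500 pg/mL final; 18 h, 37 C; GFP imaging ex488/em500-530; %Activity normalised to -TGF-b and +DMSO controls; CRC fit, curve class.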
Nrf2 block: Nrf2 pathway inhibition | A549 ARE-Fluc reporter, luciferase luminescence, 18-24 h | Potency, µM (doses to about 46 µM), for inactives: at the top dose activity change, negative = inhibition, actives largely listed as inhibitors | 360,000 tested, 2.1% active; note: potency is the fitted concentration of half-maximal effect; % is set by controls: 0 for no effect and ±100 for the full control effect; nearly all actives have a fitted effect of over 60% in size
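Nrf2 function is reported as luminescence of an ARE-controlled luciferase in A549 cells. Compounds were tested at several concentrations, and a CellTiter-Fluor read on the same wells flagged cytotoxicity.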
Nrf2 ARE act: activates Nrf2 signaling; AREc32 ARE-luciferase reporter (MCF7-derived line), luminescence, 24 h; Potency, µM (doses to about 46.1 µM), inactives show at the top dose activation, hits mostly activators; 410,000 tested, 0.31% active; AID 624171; note: potency is the fitted concentration of half-maximal effect; % of control where 0% means no effect; nearly all actives have a fitted effect of over 65% in size
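Luciferase luminescence (Steady-Glo, 30 min at room temperature) served as the read-out of ARE activation in AREc32 cells treated with compounds for 24 hr at 37 deg C.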
pAkt inh: Akt phosphorylation inhibition; Neuro2A IGF-stimulated pAkt S473 HTRF, 20 min; active compounds read low; activity change, % for hits at 50 µM; 360,000 tested, 0.32% active; in the data active = activity change below about -80%; inconclusive = mostly about -51% to -80%; note: % is set by controls: 0 for no effect and ±100 for the full control effect
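Neuro2A cells (4,500/well, DMEM with 0.5% FBS) were treated with compound at a single 50 µM final concentration, stimulated with 6 nM IGF for 20 min at 37 °C, and lysed. Phospho-Akt Ser473 was read by HTRF as 665/615 ratio ×10^4.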
Starred values were filed as active, the others as inactive; i = inactive; ? = inconclusive; . = no result given; & = joins results of further samples; [ ] = remark or other dose. Unless noted, calls come from the whole dose curve; as a rule, active = well fitted curve in the direction sought with a large enough effect; inconclusive = small, poorly fitted or top-dose-only effect, or another doubt; inactive = no such curve, though single readings can be large; an effect the other way counts as inactive or inconclusive.

SMILES | Abeta yeast res | A549 tox | MmCpn inh | HepG2 viability | CCT chaperon mod | TGFb SMAD3 inh | Nrf2 block | Nrf2 ARE act | pAkt inh
Cc1ccc(Nc2nc(CSc3nnc(-c4cccnc4)n3-c3ccccc3C)cs2)cc1 | -20% | -7% | 0% | 13% | 2.4 | 0% | -6% | 2.7% | i
CN(CC(=O)Nc1ccc(Cl)c(C(F)(F)F)c1)S(=O)(=O)c1cnc[nH]1 | 5% | . | . | -15% | 0.2 | -18% | . | 5.0% | i
COc1ccc(O)c(C2=Nc3ccccc3N=C(c3ccccc3)C2)c1 | -8%&-10% | 0%&-4% | 3% | 16%&-14% | 0.3 | 1%&4% | 1%&-12% | 4.6%&5.3% | i
Cc1ccc(S(=O)(=O)/C(C#N)=C/c2c(N3CCN(C)CC3)nc3c(C)cccn3c2=O)cc1 | 8% | -4% | 3% | -9% | -1.2 | -2% | . | -0.2% | i
COc1ccccc1C1=NNC(=NCc2ccccc2)SC1 | 3% | -4% | -1% | 4% | -4.8 | 4% | 1% | 3.1% | i
CCCCN(C)C(=O)Cn1ncc2c([nH]c3ccc(C)cc32)c1=O | 2% | -1% | . | -4% | . | 2% | ? | 0.3% | .
CCCCNc1nc(Oc2ccc(=O)n(C)n2)nc(N(C)C)n1 | 13% | 0% | . | 3% | . | 18% | -3% | 8.3% | .
Cc1ccc(C(=O)NNC(=O)CSc2nnc3c(n2)[nH]c2ccc(C)cc23)cc1 | -3% | -17% | 0% | -6% | -0.8 | 1% | ? | 0.3% | i
Cc1ccc(F)cc1NC(=S)NCCc1ccccc1 | 29% | -13% | 0% | -35% | -2.5 | ? | ? | -0.2% | i
CCn1c(COc2ccc(=O)n(-c3ccccc3)n2)nnc1SCc1ccc(OC)cc1 | 22% | ? | 1% | 2% | -0.2 | -3% | -18% | -0.2% | i
Cn1ncc(Br)c1C(=O)Nc1ccc(Br)cn1 | 3% | -7% | -14% | -11% | 0.5 | 15% | 24% | 2.8% | i
CN(C(=O)Cn1cc(C#N)c2ccccc21)c1ccccc1 | -2% | -5% | 1% | 16% | -4.7 | 0% | 4% | 3.1% | i
Cc1ccc(NC(=O)c2ccco2)c([N+](=O)[O-])c1 | -18% | -1% | -1% | 0% | -2.9 | 4% | 93% | 11µM* | i
O=C1c2ccccc2C(=O)N1CCCCON1C(=O)c2ccccc2C1=O | -12% | 0% | 2% | 15% | -1.6 | -4% | 1% | 0.3% | i
CCOC(=O)N1CCc2c(sc3nc4n(c(=O)c23)N=C(c2ccc(OC)cc2)CS4)C1 | 8% | -7% | -9% | 6% | 1.0 | 33%[activator] | -4% | 0.0% | i
Cc1c(C(=O)N(C)C)sc2c1c(=O)n(-c1ccc(Cl)cc1)c(=O)n2CC(=O)C(C)(C)C | 2% | -7% | . | -4% | . | ? | . | -0.4% | .
Cc1nc(NC(=S)NC(=O)c2cccs2)ccc1Br | 1% | 1% | -2% | -16% | -4.0 | 2% | ? | ? | i
COC(=O)c1cccnc1-n1c(=O)c2cccnc2n(CC(=O)Nc2c(C)cc(C)cc2C)c1=O | -4% | 2% | . | -82% | . | ? | 1%[9.27 µM] | 0.4% | .
CCN1CC(CN(C)Cc2nc(-c3ccco3)oc2C)CC1=O (centres undefined) | 1% | 1% | 1% | 0% | 1.5 | -2% | 2% | -0.8% | i
COc1cc(OC)c(NC(=O)c2ccc(Br)o2)cc1Cl | -30% | -6% | -14% | -18% | -2.7 | -5% | -15% | 12% | i
CC1(C(=O)NS(=O)(=O)c2ccc(F)cc2F)CCN1C(=O)C/C=C/c1ccccc1 (centres undefined) | -6% | . | . | 2% | -2.0 | 3% | . | -0.5% | i
Cc1ccc(-n2nnc(-c3nsc(NC(=O)c4ccccc4)n3)c2C)cc1 | -21% | 6% | . | -23% | . | -22% | . | 13% | .
CCn1c(=O)n(CC(=O)Nc2ccc(F)cc2)c(=O)c2ccccc21 | -5% | 5% | 1% | -5% | -2.1 | -9% | -7% | 0.2% | i
CCOC(=O)c1ccc(Oc2c(C)oc3cc(OS(C)(=O)=O)ccc3c2=O)cc1 | 28% | 1% | -1% | 6% | 1.9 | 4% | 11% | 2.0% | i
CC1(C)N=C(N)N=C(N)N1c1ccc(OCC(=O)N2CCOCC2)cc1 | -12% | . | . | -55% | -1.1 | 0% | . | -0.7% | i
O=C1c2cccnc2C(=O)N1Cc1ccc(F)cc1 | 14% | 0% | 1% | 1% | 3.8 | -11% | -9% | -0.4% | i
COc1c(OC)c(O)c2c(=O)c(O)c(-c3ccccc3)oc2c1OC | -4% | -5% | . | -40% | 0.3 | -1% | -3% | 0.5% | i
CCCN1CCC(Oc2cccc(C(=O)NCCc3ccccc3)c2)CC1 | -5% | -3% | -1% | -13% | -2.2 | 2% | 28% | 8.6% | i
COc1cc(SC)ccc1C(=O)N(Cc1ccccc1)c1ccccn1 | -3% | 0% | -1% | 10% | -2.0 | 22% | -15% | -0.5% | i
COc1cccc(C(C#N)N2N=C(C)CC2(C)C)c1O (centres undefined) | -6% | 3% | 0% | 2% | -2.4 | 8% | -12% | 3.2% | i
CCCCc1cc(=O)oc2c(C)c(OCC(=O)N3CCC(C(=O)O)(c4ccccc4)CC3)ccc12 | -2% | 1% | 2% | -6% | 0.4 | 2% | -16% | 1.1% | i
O=S(=O)(N1CCCCC1)n1nnc2ccccc21 | 24% | 0% | 0% | -21% | 0.2 | 8% | -12% | 0.2% | i
CCOC(=O)C(CSCc1ccccc1)NC(=O)OC(C)(C)C (centres undefined) | -8% | 24% | 1% | -6% | -21 | -19% | . | -0.4% | i
Cc1ccccc1CS(=O)(=O)Cc1ccc(C(=O)NC2CCCCC2)o1 | -17% | 7% | -2% | -16% | -1.0 | 3% | -2% | -0.3% | i
Cn1nnnc1SCC(=O)N1CCN(S(=O)(=O)c2ccccc2)CC1 | 0% | -4% | -1% | 1% | 2.7 | -2% | 2% | -0.8% | i
COc1ccc(Nc2cc(Sc3ccc(OC)cc3)ncn2)cc1 | 22% | 0% | -1% | -22% | -1.0 | -28% | ? | 5.6% | i
CCCCCC(=O)O/N=C(\C)c1ccn(S(=O)(=O)c2ccccc2)c1 | 12% | 3% | 2% | 3% | 1.2 | 3% | -9% | 0.4% | i
Cn1nccc1/C=C(/C#N)S(=O)(=O)c1ccccc1 | 1% | 0% | -2% | -14% | -2.2 | 4% | 0% | -0.2% | i
Cn1c(SCC(=O)Nc2sccc2C#N)nnc1C1CC1 | 8% | 4% | 1% | 15% | -0.9 | ? | 1% | 3.8% | i
CCN(c1ccccc1)S(=O)(=O)c1ccc(F)c(C(=O)Nc2ccc(C)cc2)c1 | -25% | 4% | . | -6% | . | -48% | . | 5.4% | .
O=C(NNC(=O)c1ccc(Cl)c(Cl)c1)c1cccnc1 | 14% | 4% | 1% | 0% | -2.5 | 0% | 0% | 0.1% | i
CCCN1CCC(=O)N([C@H](CN=[N+]=[N-])Cc2ccccc2)CC1 | 5% | -8% | -1% | -1%&-21% | 0.0 | -7%&-1% | 0% | 0.1% | i
CCc1cc2cccc(C)c2nc1SCC(=O)N1CCN(C(=O)c2ccco2)CC1 | -1% | -20% | -1% | 3% | -1.3 | 11% | . | 0.4% | i
CCCCOC(=O)Nc1ccc(S(=O)(=O)Nn2cnnc2)cc1 | 19% | -6% | 1% | 3% | -1.1 | 0% | ? | -0.2% | i
CCCOc1ccc(-c2c(C(=O)N/N=C/c3ccc(OC)cc3)nnn2-c2nonc2N)cc1 | 0% | -1% | -3% | -1% | -4.1 | ? | ? | -0.1% | i
COc1cccc(-c2noc(CCCC(=O)NC3CCCC3)n2)c1 | -8% | -5% | 0% | 1% | -1.8 | -21% | ? | -0.1% | i
CCc1ccc(NC(=S)N2CCNC(=O)C2CC(=O)OC)cc1 (centres undefined) | -6% | -1% | -2% | -1% | -5.6 | -2% | 0% | -0.4% | i
CC(=O)c1c(C)[nH]c(C(=O)CN2C(=O)NC(C)(CCC(C)C)C2=O)c1C (centres undefined) | -2% | 2% | 0% | -34% | -2.4 | 9% | ? | 3.1% | i
Nc1nc(CN2CCN(c3ccccc3)CC2)nc(Nc2ccc(Cl)cc2)n1 | 16% | -15% | -1% | -29% | -1.1 | ? | ? | 0.3% | i
Cc1ccc(-n2c(-c3ccco3)nc3c(cnn3-c3ccccc3Cl)c2=O)cc1 | -18% | -1% | . | -36% | . | -21% | 4% | -0.4% | .
COc1ccc(Cl)cc1NC(=O)CN1C(=O)CC(C)S(=O)(=O)c2ccccc21 (centres undefined) | -3% | -2% | -2% | -3% | 0.7 | ? | 1% | 5.7% | i
O=C(N=Nc1c(O)[nH]c2ccccc12)c1ccc2c(c1)OCO2 | -5% | -10% | 0% | 4% | -2.4 | -2% | ? | 14% | i

Molecules above that have bromine (3):
SMILES | Abeta yeast res | A549 tox | MmCpn inh | HepG2 viability | CCT chaperon mod | TGFb SMAD3 inh | Nrf2 block | Nrf2 ARE act | pAkt inh
Cn1ncc(Br)c1C(=O)Nc1ccc(Br)cn1 | 3% | -7% | -14% | -11% | 0.5 | 15% | 24% | 2.8% | i
Cc1nc(NC(=S)NC(=O)c2cccs2)ccc1Br | 1% | 1% | -2% | -16% | -4.0 | 2% | ? | ? | i
COc1cc(OC)c(NC(=O)c2ccc(Br)o2)cc1Cl | -30% | -6% | -14% | -18% | -2.7 | -5% | -15% | 12% | i

Screening data: PubChem, National Center for Advancing Translational Sciences (NCATS)
